# KB-V1 cytotox: kills drug-selected multidrug resistant KB-V1 cells | KB-V1 MDR cells viability, CellTiter-Glo, 72 h | Potency, µM (top dose mostly 46.1 µM), for inactives: at the top dose activity change, negative = cytotoxicity, hits mostly cytotoxic | hit rate 3.4% among 400,000 | AID 1347076; also: potency is read from the fitted curve at half-maximal effect; % is scaled to controls: 0 for no effect and ±100 for the full control effect; nearly all actives have a fitted effect of over 60% in size
#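 Luminescent ATP read-out (CellTiter-Glo, 10 min) measures survival of drug-selected KB-V1 MDR cells after 72 h, 37 degrees C compound exposure. Medium: phenol-red-free DMEM, 10% FBS. Values from fitted concentration-response curves.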
# D3 ag: activates the human D3 dopamine receptor | P35462 | D3R DiscoveRx beta-arrestin cells, luminescence, 90 min | max activation, % | hit rate 0.58% among 410,000; in the data active = max activation above about 30%; also: 0% is about no effect; mostly tested at two doses, the higher about 12 µM
# Target sequence (P35462 whole entry, looked up): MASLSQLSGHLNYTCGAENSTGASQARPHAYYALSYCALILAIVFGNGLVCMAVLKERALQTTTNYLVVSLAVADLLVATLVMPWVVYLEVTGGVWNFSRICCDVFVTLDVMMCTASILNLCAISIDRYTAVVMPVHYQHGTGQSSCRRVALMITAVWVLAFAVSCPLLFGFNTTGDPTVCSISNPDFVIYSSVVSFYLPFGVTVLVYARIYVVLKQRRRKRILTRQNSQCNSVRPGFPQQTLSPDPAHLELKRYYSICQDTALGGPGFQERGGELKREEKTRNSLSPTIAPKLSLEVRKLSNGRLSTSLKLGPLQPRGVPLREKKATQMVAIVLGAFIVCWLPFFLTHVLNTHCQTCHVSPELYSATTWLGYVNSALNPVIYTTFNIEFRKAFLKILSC
#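 Agonist mode: compounds and dopamine controls were applied to plated cells for 90 min at 37 degrees C after an overnight attachment at 1500 cells/well. Luminescent read-out followed 30 - 60 minutes at room temperature with DiscoveRx detection reagent.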
# HT1080 IDH1KD tx: HT-1080 IDH1 knockdown cell toxicity (counter line); HT-1080 IDH1 knockdown viability, ATP luminescence, 48 h; Potency, µM (series often up to 46.1 µM), inactives show top-dose activity, negative = toxicity, hits mostly cytotoxic; hit rate 2% among 360,000;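 also: potency is read from the fitted curve at half-maximal effect; 0% = DMSO wells and -100% = cell-free medium wells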
#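 In this qHTS, HT-1080 cells depleted of IDH1 are exposed for 48 h at 37 °C to compound titrations. Toxicity is scored from CellTiter-Glo luminescence, with DMSO as full viability and medium alone as none.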
# GLP1R cytotox: cytotoxicity in counter-screen for GLP-1R inverse agonists; HEK293 cAMP-luciferase reporter cells, luminescence, 24 h; Potency, µM (doses to about 38.3 µM), for the others: top-dose activity change, negative = inhibition, usual class: inhibitors; hit rate 0.13% among 410,000; AID 624418;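 also: loss of luciferase light is scored as toxicity; potency is read from the fitted curve at half-maximal effect; % is scaled to controls: 0 for no effect and ±100 for the full control effect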
#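 Step one: seed cells (200 cells/uL, DMEM with 10% Nu serum, 1% pen-strep). Step two: 12-hour incubation at 37 deg C. Step three: pin 23 nL compound, incubate 24 hr. Step four: add luciferase reagent, read luminescence 12 min later.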
# MCF10A rerep: inducers of DNA re-replication in MCF 10A breast cells; MCF 10A DNA re-replication, Hoechst nuclear intensity, 48 h; Potency, µM (top dose mostly 46.1 µM), for inactives: at the highest dose activity, positive = re-replication, actives largely listed as activators; hit rate 2.9% among 350,000; AID 624296; also: potency is read from the fitted curve at half-maximal effect; % of control where 0% means no effect; nearly all actives have a fitted effect of over 50% in size
# KB-3-1 cytotox: KB-3-1 parental cell cytotoxicity; KB-3-1 viability, CellTiter-Glo ATP luminescence, 72 h; Potency, µM (doses to about 46.1 µM), inactives show at the highest dose activity change, negative = cytotoxic, hits mostly cytotoxic; hit rate 1.4% among 400,000; also: potency is read from the fitted curve at half-maximal effect; % is scaled to controls: 0 for no effect and ±100 for the full control effect; nearly all actives have a fitted effect of over 60% in size
#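 Multi-concentration cytotoxicity screen in KB-3-1 cells grown in DMEM lacking phenol red with 10% FBS. After 72 h at 37 °C with compound, ATP-dependent luminescence was recorded.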
# SW480 rereplic: induces DNA re-replication in SW480 colon adenocarcinoma cells | SW480 DNA re-replication, Hoechst DNA content imaging, 48 h | Potency, µM (titrated, usually from 46.1 µM), for inactives: top-dose re-replication activation, usual class: activators | hit rate 1.8% among 340,000; also: potency is read from the fitted curve at half-maximal effect; % of control where 0% means no effect; nearly all actives have a fitted effect of over 55% in size
#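 DNA re-replication was detected as more nuclei of elevated Hoechst intensity after 48 hr exposure to compound (23 nL pinned per well of 250 cells).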
# IL-1B inflam inh: inflammasome signaling inhibition, IL-1 beta readout. THP-1 LPS/ATP IL-1B secretion, AlphaLISA, 16 h; active compounds read low. activity change, % at 57.5 µM. hit rate 4.7% among 360,000; in the data active = activity change below about -50%; inconclusive = mostly about -30% to -49%; also: % is scaled to controls: 0 for no effect and ±100 for the full control effect
#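 THP-1 cells pretreated 1 hr with compounds (up to 57.5 uM final), then stimulated with LPS (250 ng/mL final) plus ATP (1.25 mM final); secreted IL-1B measured by AlphaLISA after 16 hr, decreased signal indicating inhibition.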
# HT1080-NT tox: kills 2HG-producing HT-1080-NT fibrosarcoma cells. HT-1080-NT fibrosarcoma viability, CellTiter-Glo ATP luminescence, 48 h. Potency, µM (top dose mostly 46.1 µM), for the others: top-dose activity, negative = less viability, most hits filed as cytotoxic. hit rate 1.6% among 360,000. AID 686970;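 also: NT is the 2HG producing partner of a matched IDH1 knockdown line; potency is read from the fitted curve at half-maximal effect; 0% = DMSO-treated cells and -100% = media-only wells without cells; nearly all actives have a fitted effect of over 55% in size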
#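 Luminescent CellTiter-Glo readout after 48 hours of compound exposure at 37 degrees C defined viability of HT-1080-NT cells. Activity was normalized to DMSO wells and cell-free media wells; concentration-response curves were fitted and assigned curve classes.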
# Active calls of the source: *; ? = inconclusive; nt = no result given; [ ] = another dose, or the depositor's remark. Unless noted, calls follow the shape of the dose curve; as a rule, active = well fitted curve in the direction sought with a large enough effect; inconclusive = small, poorly fitted or top-dose-only effect, or another doubt; inactive = no such curve, though single readings can be large; an effect the other way counts as inactive or inconclusive.
SMILES,KB-V1 cytotox,D3 ag,HT1080 IDH1KD tx,GLP1R cytotox,MCF10A rerep,KB-3-1 cytotox,SW480 rereplic,IL-1B inflam inh,HT1080-NT tox
COc1ccc(CNC(=O)C(c2ccncc2)N(C(=O)Cc2cccs2)c2ccccc2C)cc1 (stereo not drawn),-22%,9,-10%,-17%,2%,1%,1%,-7,0%
C/C=C\C(=O)Nc1cccc(C2=NOC3(C2)C[C@@H](C(N)=O)N(C(=O)C2(C)CC2)C3)c1 (stereo partly drawn),15%,8,13%,8%,-25%,16%,-22%,8,7%
NS(=O)(=O)CCCc1ccccc1,-3%,-6,-1%,7%,3%,?,-3%,12,3%
O=S(=O)(NCc1csc(-c2ccccc2)n1)c1ccc(Cl)s1,-16%,-8,-5%,-6%,4%,0%,-3%,9,-3%
CCSCCOC(=O)C1=C(C)N(C)C(=O)NC1c1cc(OC)ccc1OC (stereo not drawn),-18%,-2,-2%,21%,-17%,-6%,0%,-10,2%
C[C@@H](NC(=O)C[C@@H]1C[C@@H]2c3cc(NS(=O)(=O)c4ccc(F)cc4)ccc3O[C@@H]2[C@@H](CO)O1)c1ccccc1,0%,-1,2%,0%,nt,13%,nt,14,7%
COCCNc1oc(-c2ccccc2Cl)nc1S(=O)(=O)c1ccc(C)cc1,nt,-15,-1%,0%,5%,nt,-3%,-57*,2%
CC1CCN(S(=O)(=O)c2ccc3c(c2)c(=O)c(C(=O)NCc2ccco2)cn3C)CC1,9.2µM*,-12,-18%,-2%[1.53 µM],12%,?,4%,-11,-15%
O=C(CSC1=NCCS1)Nc1nc2ccccc2s1,?,-16,?,-3%,1%,-14%,5%,-74*,-5%
Cc1nc(SCC(=O)NC2(C#N)CCCC2)n(CC(C)C)c1C,-4%,12,13%,4%,2%,8%,?,-4,12%
CCCCN(C)C(=O)C1CCCN(S(=O)(=O)c2ccc3c(c2)oc(=O)n3C)C1 (stereo not drawn),25%,-6,-1%,-3%,8%,1%,-14%,-5,-1%
FC(F)(F)c1cccc(NC(=S)N2CCN(c3ccccc3)CC2)c1,30%,1,0%,18%,-2%,4%,-4%,11,0%
COc1ccccc1Cc1c(-c2cccc(Br)c2)nc2ccc(Br)cn12,0%,-4,?,-25%,nt,0%,nt,12,?
CS(=O)(=O)N(CC(=O)N1CCCCCC1)c1cccc(Br)c1,21µM*,3,1%,-8%,1%,-16%,2%,-7,1%
CN(CC(=O)Nc1ccc(F)cc1)C(=O)COC(=O)c1cc(S(=O)(=O)N(C)C)ccc1N1CCCC1,14%,3,12%,-17%,-3%,17%,-5%,11,-5%
Cc1ccc(OC(C)C(=O)Nc2nonc2-c2ccc(Br)cc2)cc1C (stereo not drawn),-12%,1,nt,-14%,nt,-29%,nt,nt,nt
Cc1cccc(Cc2cnc(NC(=O)C3=NCCN3)s2)c1,?,5,-20%,?,16%,?,3%,3,?
CCn1cc(C(=O)NCc2ccco2)c(=O)c2cc(F)c(N3CCN(C(=O)c4ccco4)CC3)cc21,-23%,4,-17%,11%,13µM*,11%,-2%,?,-12%
Cc1cc(C)cc(NC(=S)NC2CC3CCCC(C2)N3C2CC2)c1 (stereo not drawn),-8%,-3,-10%,?,?,-5%,?,-9,-8%
Cc1ccc(/C=C2\SC(=S)N(CCC(=O)NNC(=O)c3ccncc3)C2=O)cc1,-11%,-16,17%,-7%,-4%,-3%,-1%,-13,4%
O=C1CCCC(O)=C1C1C2=C(CCCC2=O)OC2=C1C(=O)CCC2,0%,-3,2%,-7%[7.66 µM],12%,-4%,0%,4,22%
O=C(NCc1ccccc1)C1CCC(=O)N(CCN2CCOCC2)C1 (stereo not drawn),10%,-13,-3%,-4%,2%,9%,-57%[inhibitor],-13,1%
Cc1ccc(-c2nnc(SCC(=O)NC3CCCc4ccccc43)n2N)cc1 (stereo not drawn),?,4,6%,-20%,13%,0%,-4%,4,11%
CCCC(=O)N1CCC1(C)C(=O)NS(=O)(=O)c1cccc(C)c1 (stereo not drawn),-1%,93*,30%,8%,nt,13%,nt,34,11%
O=C1NC(c2ccccc2)C(c2ccccc2)N1 (stereo not drawn),-16%,2,17%,-6%,-2%,15%,0%,17,8%
COC(=O)c1ccc(N2CCN(C)CC2)c(NC(=O)COc2cccc(C)c2)c1,-17%,-4,10%,-1%,-2%,0%,-39%[inhibitor],18,6%
Cc1cc(C)c(OCC(=O)OCC(=O)NNC(=O)c2ccccc2F)c(C)c1,4%,1,-7%,2%,14%,14%,0%,-16,-2%
CCN1C(=O)CC(C(=O)Nc2ccc(OC)cc2)SC1=Nc1ccc(C)c(C)c1 (stereo not drawn),-2%,2,nt,-16%,nt,1%,nt,nt,nt
Cn1ccc2c(N3CCOCC3)cc3c(c21)C1CCC3C1 (stereo not drawn),-6%,6,-4%,2%,nt,-1%,nt,-3,8%
CCCC(C(=O)N1CCOCC1)N1C(=O)C2C3C=CC(C3)C2C1=O (stereo not drawn),-18%,4,2%,3%,-2%,22%,-3%,-8,7%
CCOC(=O)c1[nH]c(C)c(C(=O)N2CCCC(Nc3ccc(C)c(C)c3)C2)c1C (stereo not drawn),-19%,12,0%,-4%,-1%,15%,?,24,8%
CC(Oc1ccccc1)C(=O)N1CCN(Cc2cc(=O)n3nc(-c4ccccc4Cl)sc3n2)CC1 (stereo not drawn),-4%,2,nt,3%,nt,-3%,nt,nt,nt
COc1ccccc1NS(=O)(=O)c1cccc(C(=O)N/N=C/c2c(C)nn(-c3ccccc3)c2N2CCCC2)c1,-26%,-9,1%,8%[1.53 µM],?,-4%,1%,-2,2%
CCOC(=O)c1sc(NC(=O)CSc2nnc(C(C)C)n2CC)nc1C,-15%,1,0%,-9%,-1%,4%,-1%,10,0%
Cc1cc(C)cc(NC(=O)[C@H](Cc2c[nH]c3ccccc23)NC(=O)[C@@H]2Cc3ccccc3CN2)c1,?,-28,?,-13%,21µM*,0%,18µM*,24,?
CCc1ccc(NC(=O)c2cc(S(=O)(=O)N3CCc4ccccc43)cn2C)cc1,?,2,-2%,-14%,7%,0%,4%,?,?
O=C(O)CC(c1ccc(Br)cc1)N1Cc2ccccc2C1=O (stereo not drawn),15%,24,7%,-2%,0%,-5%,-3%,2,8%
O=C(O)C(Cc1c[nH]c2ccccc12)N1C(=O)c2ccccc2C1=O (stereo not drawn),3%,-9,3%,-2%,1%,-11%,-2%,25,1%
CCCn1c(=O)n(-c2cc(Cl)c(OC)cc2OC)c(=O)c2c3c(sc21)CN(C(C)=O)CC3,0%,-2,nt,-7%,nt,17%,nt,nt,nt
N#C/C(=C\c1ccc(O)cc1)C(=O)NCc1ccccc1,-2%,-2,-4%,-17%,2%,0%,-2%,-63*,-3%
CC(=O)c1ccc(NC(=O)COC(=O)C2CC3C=CC2C3)cc1 (stereo not drawn),-9%,1,0%,-13%,0%,7%,1%,4,0%
O=C(O)c1[nH]c2ccccc2c1C(c1c(F)cccc1Cl)c1c(C(=O)O)[nH]c2ccccc12,23%,2,0%,-5%,-1%,0%,-1%,28,-2%
CC(NC(=O)c1sc2ncccc2c1-n1cccc1)c1ccccc1 (stereo not drawn),7%,4,nt,9%,nt,0%,nt,nt,nt
O=C(/C(C=Nc1ccc(F)cc1)=C(/O)c1ccco1)C(F)(F)F,2%,-3,-12%,25%,-6%,13%,?,-9,1%
O=C(Nc1nnc(CSCc2ccccc2F)s1)c1cccc([N+](=O)[O-])c1,-13%,4,-12%,-10%,6%,-3%,3%,26,-4%
O=C1CCC(=O)N1CC(=O)N1CCCc2ccccc21,-3%,3,7%,11%,-3%,19%,2%,7,1%
C#CCNc1nc(C(C)C)nc2c1nnn2Cc1ccccc1F,?,8,-15%,-2%,-16%,-9%,-4%,13,-14%
Cc1cscc1-c1nc(NCC2CC2)nc2ccsc12,-1%,5,-3%,2%,nt,-3%,nt,48,15%
COc1ccc2ccc(OCC(=O)NCC3CCCO3)cc2c1 (stereo not drawn),-4%,5,10%,11%,12%,-4%,-49%[inhibitor],-5,10%
O=C(O)/C=C/c1ccc2c(-c3ccccc3)onc2c1,-30%,1,10%,-13%,-2%,11%,-8%,13,13%
COc1ccc(Cl)cc1-c1cc(C(=O)NCC2CCCCC2)[nH]n1,0%,-16,?,0%,nt,0%,nt,3,?
Cc1cc(C)n(-c2nc(O)cc(=O)[nH]2)n1,0%,6,8%,-1%,-3%,1%,0%,30,10%
O=C(NCCc1ccccc1)c1[nH]c(C(F)(F)F)nc1-c1ccccc1,-17%,8,-1%,-7%,nt,0%,nt,5,1%
Cc1cc(C(=O)CSc2nnc(-c3cccnc3)n2-c2ccccc2F)c(C)n1CC1CCCO1 (stereo not drawn),-10%,3,3%,-12%,2%,-16%,1%,-7,1%
O=C(Nc1cccc(C(F)(F)F)c1)c1cccc(NS(=O)(=O)c2ccc(O)c(C(=O)O)c2)c1,16%,-5,3%,25%,-1%,10%,1%,7,0%

# Sorted by formula weight (ascending): 3 of the compounds above.
SMILES,KB-V1 cytotox,D3 ag,HT1080 IDH1KD tx,GLP1R cytotox,MCF10A rerep,KB-3-1 cytotox,SW480 rereplic,IL-1B inflam inh,HT1080-NT tox
O=C(O)/C=C/c1ccc2c(-c3ccccc3)onc2c1,-30%,1,10%,-13%,-2%,11%,-8%,13,13%
COc1ccc(Cl)cc1-c1cc(C(=O)NCC2CCCCC2)[nH]n1,0%,-16,?,0%,nt,0%,nt,3,?
O=C(Nc1cccc(C(F)(F)F)c1)c1cccc(NS(=O)(=O)c2ccc(O)c(C(=O)O)c2)c1,16%,-5,3%,25%,-1%,10%,1%,7,0%
